GALK inhibitor = galactokinase (human) inhibition; P51570; Purified GALK, Kinase-Glo residual ATP luminescence; Potency, µM (top dose mostly 57.5 µM), without a hit: top-dose activity change, negative = inhibition, actives largely listed as inhibitors; 0.007% of 270,000 active; AID 1868; note: potency is the fitted concentration of half-maximal effect; % is set by controls: 0 for no effect and ±100 for the full control effect
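Human GALK (5 nM) with 35 uM ATP and 100 uM galactose in 20 mM HEPES pH 8.0, 5 mM MgCl2, 60 mM NaCl, 1 mM DTT, 0.01% BSA. After 1 h at room temperature, leftover ATP was read by Kinase-Glo Plus luminescence.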
Menin MLL FP TR = menin-MLL binding inhibition, Texas Red mutant peptide; O00255; Menin + Texas Red MLL mutant peptide, fluorescence polarization; Potency, µM (highest dose often 61.6 µM), for the others: at the highest dose FP activity change, negative = inhibition, usual class: inhibitors; 0.23% of 270,000 active; AID 1768; active = well fitted inhibition curve with a large enough effect in the polarisation, with a control signal flat, not every such curve was filed as active; inconclusive = small, poorly fitted or top-dose-only effect, or effect the other way, or a change in a side signal; inactive = no such curve, though single readings can be large or run the other way; the % refers to the polarisation; note: potency is the fitted concentration of half-maximal effect; % of control where 0% means no effect; many of its hits are not listed in these tables
S-ASM inh = inhibitors of human secretory acid sphingomyelinase | P17405 | placental ASM, HMU-PC fluorogenic substrate, 60 min | Potency, µM (titrated, usually from 57.5 µM), for inactives: top-dose activity change, negative = inhibition, actives largely listed as inhibitors | 0.006% of 340,000 active; note: potency is the fitted concentration of half-maximal effect
Target sequence (P17405 47-631 limits assumed): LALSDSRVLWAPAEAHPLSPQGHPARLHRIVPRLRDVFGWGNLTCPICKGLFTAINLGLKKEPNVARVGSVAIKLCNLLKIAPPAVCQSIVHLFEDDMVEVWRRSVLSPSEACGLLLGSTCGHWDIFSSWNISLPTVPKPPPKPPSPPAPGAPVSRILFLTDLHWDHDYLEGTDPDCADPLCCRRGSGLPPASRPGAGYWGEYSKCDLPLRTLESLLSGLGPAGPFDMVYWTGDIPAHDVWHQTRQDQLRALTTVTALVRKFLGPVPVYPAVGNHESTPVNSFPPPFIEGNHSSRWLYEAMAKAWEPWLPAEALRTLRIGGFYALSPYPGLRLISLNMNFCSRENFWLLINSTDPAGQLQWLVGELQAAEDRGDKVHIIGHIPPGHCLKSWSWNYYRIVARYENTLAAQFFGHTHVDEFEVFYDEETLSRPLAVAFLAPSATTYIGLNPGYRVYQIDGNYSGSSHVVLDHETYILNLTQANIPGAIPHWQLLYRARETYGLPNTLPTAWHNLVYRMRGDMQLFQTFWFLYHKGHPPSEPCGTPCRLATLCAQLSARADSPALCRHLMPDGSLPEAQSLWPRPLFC
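qHTS format. ASM enzyme prepared from human placenta hydrolyses the fluorogenic substrate HMU-PC0 (9 uM final) over 60 min at 37 °C after a 10 min compound preincubation.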
BCR signal inh = inhibitors of chronic active B-cell receptor signaling; ABC-DLBCL IkBa-CBG/CBR reporter, luminescence ratio, 4 h; Potency, µM (doses to about 46.1 µM), for the others: at the top dose ratio change, negative = lower green/red ratio, usual class: inhibitors; AID 493014; 0.05% of 340,000 active; active = well fitted inhibition curve with a large enough effect in the signal ratio, with a control signal flat, not every such curve was filed as active; inconclusive = small, poorly fitted or top-dose-only effect, or effect the other way, or a change in a side signal; the % refers to the signal ratio;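 note: potency is the fitted concentration of half-maximal effect; plate controls were basal doxycycline-induced cells for no effect and cells given 10 µM MG132 for full effect; MG132 reads +100%, hits lower the ratio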
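Cell line TMD8 (human ABC DLBCL), stably expressing tet-inducible CBG68-IkBa fusion and CBR; IMDM/0.5% FBS; cpd up to 46 uM; dox induction, 4 h, 37C/5% CO2; dual luminescence; green/red ratio; MG132 control.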
Eya2 phos inh = Eya2 (human) phosphatase inhibition | AID 488837 | Potency, µM (highest dose often 76.9 µM), without a hit: at the highest dose activity, negative = inhibition, hits mostly inhibitors | 0.006% of 330,000 active | recombinant Eya2, OMFP fluorescence dephosphorylation (OMFP is methylfluorescein phosphate); note: potency is the fitted concentration of half-maximal effect; % is set by controls: 0 for no effect and ±100 for the full control effect
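Eya2 (0.2 uM) preincubated 10 min at ambient with compound, then OMFP substrate added at 50 uM; 10 min reaction in 50 mM HEPES pH 7.5, 50 mM NaCl, 5 uM MgCl2, 0.05% BSA, 1 mM DTT. Fluorescence read at Ex 485/Em 525 nm.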
PKM2 activator = increases activity of human pyruvate kinase M2. P14618. purified PKM2, Kinase-Glo ATP luminescence, activation; response scale: 0% is enzyme alone, no compound. Potency, µM (doses to about 57.5 µM), without a hit: at the top dose activation, actives largely listed as activators. 0.34% of 260,000 active. AID 1631; note: potency is the fitted concentration of half-maximal effect; % is set by controls: 0 for no effect and ±100 for the full control effect; nearly all actives have a fitted effect of over 55% in size
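Purified hPK-M2 (>95%) run at intermediate activity with 0.1 mM ADP and 0.5 mM PEP in 50 mM imidazole pH 7.2, KCl, MgCl2; 1 h room temperature. ATP formed read by Kinase-Glo luminescence; normalized to uninhibited and no-enzyme controls.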
USP2a inh = blocks human ubiquitin-specific protease USP2a. Potency, µM (top dose mostly 38.3 µM), for inactives: top-dose activity change, negative = inhibition, most hits filed as inhibitors. 0.01% of 330,000 active. AID 463254. O75604. USP2 core, Ub-CHOP2 coupled fluorogenic reporter, 485/531;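 note: potency is the fitted concentration of half-maximal effect; plate controls were DMSO wells for no effect and full inhibition by NEM control for full effect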
Target sequence (O75604 whole entry, looked up): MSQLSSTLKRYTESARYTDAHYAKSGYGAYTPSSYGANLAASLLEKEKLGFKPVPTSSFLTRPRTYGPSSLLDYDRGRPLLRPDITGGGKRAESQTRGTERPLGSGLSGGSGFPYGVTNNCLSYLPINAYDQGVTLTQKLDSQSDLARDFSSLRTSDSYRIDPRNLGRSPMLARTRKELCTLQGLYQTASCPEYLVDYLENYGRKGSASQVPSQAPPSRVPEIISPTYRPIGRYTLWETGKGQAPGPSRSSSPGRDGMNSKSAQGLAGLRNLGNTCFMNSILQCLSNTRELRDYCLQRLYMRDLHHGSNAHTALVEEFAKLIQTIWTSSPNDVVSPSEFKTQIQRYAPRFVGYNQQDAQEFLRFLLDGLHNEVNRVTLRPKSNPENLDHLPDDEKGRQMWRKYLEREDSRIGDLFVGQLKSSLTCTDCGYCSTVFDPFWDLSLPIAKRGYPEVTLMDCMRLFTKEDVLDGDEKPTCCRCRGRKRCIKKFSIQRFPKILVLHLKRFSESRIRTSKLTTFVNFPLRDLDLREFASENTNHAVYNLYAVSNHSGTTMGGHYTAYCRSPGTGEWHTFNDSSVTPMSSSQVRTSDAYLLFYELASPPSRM
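Deubiquitinase activity read as fluorescence (485/531 nm) after Ub-CHOP2 cleavage activates the enterokinase reporter on its substrate; USP2 core 10nM, Ub-CHOP2 and substrate 25nM each, 30min compound preincubation then 60min RT; data normalized to NEM, curves fitted.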
MBNL1 CUG block = inhibitors of human MBNL1 binding to CUG repeat RNA. Q9NR56. TR-FRET MBNL1-His/biotin-(CUG)12 binding, 665/545 ratio. Potency, µM (series often up to 57.5 µM), for the others: at the highest dose activity change, negative = inhibition, usual class: inhibitors. 0.036% of 280,000 active; active = well fitted inhibition curve with a large enough effect in the signal ratio, with a control signal flat, not every such curve was filed as active; inconclusive = small, poorly fitted or top-dose-only effect, or effect the other way, or a change in a side signal; inactive = no such curve, though single readings can be large or run the other way; the % refers to the signal ratio; note: potency is the fitted concentration of half-maximal effect; % is set by controls: 0 for no effect and ±100 for the full control effect
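Inhibition of protein-RNA binding appears as loss of TR-FRET between terbium anti-His antibody on MBNL1-His and streptavidin-XL665 on biotin-(CUG)12. Activity is normalized to buffer-only and uninhibited-complex controls.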
KCNH2 WT inh = KCNH2 (human, wildtype) channel inhibition; U2OS, BacMam KCNH2, thallium flux FluxOr; active compounds read low; activity change, % at 1.84 µM; 0.37% of 340,000 active; AID 720551;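 active = maximum activity change below -70%; inconclusive = maximum activity change between -70% and -50%; inactive = maximum activity change above -50%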; note: % is set by controls: 0 for no effect and ±100 for the full control effect
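U2OS cells transduced with wild-type KCNH2 virus are loaded with FluxOr dye for 45 min, and thallium flux is measured in kinetic reads before and after stimulation buffer. Rate constants are normalized to DMSO controls.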
Mito fusion yeast = mitochondrial division inhibition or fusion activation; Potency, µM (highest dose often 46.1 µM), for the others: at the highest dose growth rescue (activation), actives largely listed as activators; S. cerevisiae fusion-defective mutant growth rescue, CellTiterGlo 48 h; 0.23% of 320,000 active;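 note: potency is the fitted concentration of half-maximal effect; % of control where 0% means no effect; nearly all actives have a fitted effect of over 45% in size; temperature-sensitive fusion mutants such as fzo1-1 at 37 °C on non-fermentable ethanol glycerol medium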
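Compounds are tested for their ability to restore growth of mitochondrial fusion-defective yeast strains at non-permissive 37C in YPEG medium over 48 hours. Viability is quantified by luciferase luminescence.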
TSHR antagonist = blocks TSH signaling through the human TSH receptor. 0.2% of 330,000 active. TSHR-expressing cells, TSH-stimulated cAMP HTRF, 2 h; active compounds read low. AID 504810. P16473. activity change, negative = inhibition, % at 11.5 µM;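 active = activity change below a set negative limit, meaning inhibition stronger than a set level, cut at about -70% in these data; inconclusive = activity change between two set negative limits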; note: % is set by controls: 0 for no effect and ±100 for the full control effect
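TSHR-expressing cells, 200/well, pre-treated with compound, then stimulated with EC80 TSH (4nM final) for 2 hours at 37 deg C. cAMP measured by competitive HTRF: anti-cAMP cryptate antibody in lysis buffer plus cAMP-d2, read after 30 minutes at room temperature.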
Numbers without * were called inactive; [ ] = another dose, or the depositor's remark. Unless noted, calls come from the whole dose curve; as a rule, active = well fitted curve in the direction sought with a large enough effect; inconclusive = small, poorly fitted or top-dose-only effect, or another doubt; inactive = no such curve, though single readings can be large; an effect the other way counts as inactive or inconclusive.

CCN(CC)C(=O)[C@H]1CC(CC(=O)NC(C)(C)C)C(=O)N2CCc3c([nH]c4ccccc34)[C@]12C (stereo partly drawn) was read as S-ASM inh 1.9%, BCR signal inh -0.9%, Eya2 phos inh -9.0%, USP2a inh 0.5%, KCNH2 WT inh 0.4 and TSHR antagonist -3.7.
COc1ccc2c(c1)OC1(C)CC2C(C(=O)c2ccccc2OC)C(=O)N1 (stereo not drawn) was read as Menin MLL FP TR 1.5%, S-ASM inh 1.6%, BCR signal inh inconclusive, Eya2 phos inh 4.4%, PKM2 activator 0.7%, USP2a inh -0.2%, MBNL1 CUG block -20.3%, KCNH2 WT inh 33.7, Mito fusion yeast -1.2% and TSHR antagonist 5.7.
For CCC(CC)NC(=O)CN(c1ccccc1OC)S(=O)(=O)c1cccs1 the results were GALK inhibitor -1.5%, S-ASM inh -0.2%, BCR signal inh 4.7%, Eya2 phos inh -3.8%, PKM2 activator -2.3%, USP2a inh 7.1%, MBNL1 CUG block 2.0%, KCNH2 WT inh -3.7, Mito fusion yeast 2.8% and TSHR antagonist 9.4.
For CCOc1cc(/C=N/n2nnnc2N)ccc1OCc1c(C)no[n+]1[O-] the results were Menin MLL FP TR -1.4%, S-ASM inh -0.1%, BCR signal inh 0.0%, Eya2 phos inh 0.9%, PKM2 activator 6.0%, USP2a inh -7.0%, MBNL1 CUG block 4.9%, KCNH2 WT inh 3.9, Mito fusion yeast -4.8% and TSHR antagonist -2.6.
Screening CC1(C)CC(NC(=O)c2cccc(S(=O)(=O)Nc3cccc(Cl)c3)c2)CC(C)(C)N1 returned S-ASM inh -9.9%, BCR signal inh 10.1%, Eya2 phos inh 15.7%, USP2a inh 0.9%, KCNH2 WT inh 3.1, Mito fusion yeast 1.7% and TSHR antagonist 1.6.
For c1ccc(-c2ncc(CSc3nncn3-c3ccccc3)s2)cc1 the results were GALK inhibitor 0.9%, Menin MLL FP TR -9.8%, S-ASM inh -1.8%, BCR signal inh 5.7%, Eya2 phos inh 2.9%, PKM2 activator 9.7%, USP2a inh 5.2%, MBNL1 CUG block 6.6%, KCNH2 WT inh 0.3, Mito fusion yeast 4.5% and TSHR antagonist 15.7.
For c1ccc(Cc2nn3c(C4COc5ccccc5O4)nnc3s2)cc1 (stereo not drawn) the results were GALK inhibitor 0.6%, Menin MLL FP TR -18.5%, S-ASM inh -1.2%, BCR signal inh -6.0%, Eya2 phos inh 6.4%, PKM2 activator 8.4%, USP2a inh -0.2%, MBNL1 CUG block 1.5%, KCNH2 WT inh 2.3, Mito fusion yeast 19.8% and TSHR antagonist 6.9.
Screening CC[C@H](C)[C@@H]1NC(=O)c2cc([N+](=O)[O-])cc(F)c2OCC[C@@H](C(N)=O)NC(=O)[C@H](CCCCN)NC1=O returned Menin MLL FP TR -0.1%, S-ASM inh 1.0%, BCR signal inh -0.2%, Eya2 phos inh 4.2%, PKM2 activator 0.0%, USP2a inh 1.0%, MBNL1 CUG block inconclusive, KCNH2 WT inh -15.0, Mito fusion yeast -2.5% and TSHR antagonist 5.0.
O=C(COC(=O)c1cccnc1Cl)Nc1cc(S(=O)(=O)N2CCCCC2)ccc1Cl was read as GALK inhibitor -0.4%, Menin MLL FP TR 10.0%, S-ASM inh -0.2%, BCR signal inh -19.3%, Eya2 phos inh -8.1%, PKM2 activator 2.4%, USP2a inh 2.4%, MBNL1 CUG block -0.2%, KCNH2 WT inh 5.4, Mito fusion yeast 0.6% and TSHR antagonist -2.0.
`O=C(c1ccc(S(=O)(=O)Cc2ccccc2Cl)c([N+](=O)[O-])c1)N1CCN(c2ccccn2)CC1` gave GALK inhibitor 3.8%, Menin MLL FP TR -14.0%, S-ASM inh -1.4%, BCR signal inh inconclusive, Eya2 phos inh -12.8%, PKM2 activator -4.7%, USP2a inh -4.6%, MBNL1 CUG block inconclusive, KCNH2 WT inh 5.2, Mito fusion yeast 2.5% and TSHR antagonist -14.2.
c1ccc(NC(=NCc2ccco2)c2ccccc2)cc1 was read as GALK inhibitor -1.6%, Menin MLL FP TR -11.0%, S-ASM inh 0.5%, BCR signal inh 0.2%, Eya2 phos inh -8.4%, PKM2 activator 2.7%, USP2a inh 3.1%, MBNL1 CUG block 3.6%, KCNH2 WT inh -4.9, Mito fusion yeast -2.4% and TSHR antagonist -7.5.
`Cc1ccsc1C1C(C#N)=C(N)N(N(C)C)C2=C1C(=O)CC(C)(C)C2` (stereo not drawn) gave GALK inhibitor -1.3%, Menin MLL FP TR -8.3%, S-ASM inh -4.7%, BCR signal inh 2.9%, Eya2 phos inh 1.5%, PKM2 activator 2.9%, USP2a inh 3.4%, MBNL1 CUG block 1.9%, KCNH2 WT inh -11.6, Mito fusion yeast -7.7% and TSHR antagonist -13.2.
For CCOC(=O)c1c(NC(C)=O)sc2c(O)c(Br)cc(Br)c12 the results were GALK inhibitor -0.1%, Menin MLL FP TR inconclusive, S-ASM inh -23.5%, BCR signal inh 3.1%, Eya2 phos inh -9.5%, PKM2 activator 11.0%, USP2a inh 6.2%, MBNL1 CUG block -4.9%, KCNH2 WT inh 23.7, Mito fusion yeast inconclusive and TSHR antagonist -4.7.
`CCOc1ccc(/C(O)=C2/C(=O)C(=O)N(CCN(C)C)C2c2ccccc2)cc1Cl` (stereo not drawn) gave GALK inhibitor 0.3%, Menin MLL FP TR 8.7%, S-ASM inh 4.6%, BCR signal inh -21.1%, Eya2 phos inh -0.9%, PKM2 activator 14.7%, USP2a inh 2.3%, MBNL1 CUG block 24.5%, KCNH2 WT inh 17.9, Mito fusion yeast -3.0% and TSHR antagonist 8.5.
Cc1c(NC(=O)c2ccccc2NS(=O)(=O)c2ccc(F)cc2)c(=O)n(-c2ccccc2)n1C was read as GALK inhibitor -0.8%, Menin MLL FP TR -5.5%, S-ASM inh 3.8%, BCR signal inh 0.1%, Eya2 phos inh 22.9%, PKM2 activator 0.7%, USP2a inh -5.7%, MBNL1 CUG block -7.2%, KCNH2 WT inh -28.7, Mito fusion yeast -0.2% and TSHR antagonist -15.7.
For O=C(Nc1ccc(CN2CCS(=O)(=O)CC2)cc1)c1ccc(Cl)cc1 the results were GALK inhibitor -1.5%, S-ASM inh 6.4%, BCR signal inh -15.8%, Eya2 phos inh -4.6%, PKM2 activator 0.2%, USP2a inh -1.1%, MBNL1 CUG block 0.9%, KCNH2 WT inh -2.5, Mito fusion yeast 3.1% and TSHR antagonist -4.0.
For COc1ccc(CNCCNC(=O)c2ccco2)c(OC)c1OC the results were GALK inhibitor 1.6%, Menin MLL FP TR 1.9%, S-ASM inh 6.0%, BCR signal inh 6.1%, Eya2 phos inh -5.0%, PKM2 activator -6.7%, USP2a inh -6.7%, MBNL1 CUG block 0.5%, KCNH2 WT inh 1.0, Mito fusion yeast -1.7% and TSHR antagonist -2.1.
CC(C)CC(=O)Nc1ccc2oc(-c3cccnc3)nc2c1 was read as GALK inhibitor 4.0%, Menin MLL FP TR -7.9%, S-ASM inh 4.3%, BCR signal inh 12.6%, Eya2 phos inh 20.5%, PKM2 activator -7.0%, USP2a inh -5.1%, MBNL1 CUG block 17.5%, KCNH2 WT inh 1.4, Mito fusion yeast 1.6% and TSHR antagonist 5.5.
For C[C@@H]1CC=C[C@H]2[C@H]1C(=O)N(Cc1ccccc1)[C@H]2c1ccc(-c2ccc(F)cc2)cc1F the results were GALK inhibitor 0.6%, S-ASM inh -11.8%, BCR signal inh -0.6%, Eya2 phos inh -6.8%, PKM2 activator -2.5%, USP2a inh 19.3%, MBNL1 CUG block -9.7%, KCNH2 WT inh -7.4, Mito fusion yeast -36.8%[inhibitor] and TSHR antagonist 16.3.
Screening CCC(=O)c1ccc(OCCn2cncn2)cc1 returned GALK inhibitor -5.6%, Menin MLL FP TR 23.8%, S-ASM inh -1.7%, BCR signal inh -2.4%, Eya2 phos inh 1.5%, PKM2 activator -3.9%, USP2a inh 0.8%, MBNL1 CUG block -1.4%, KCNH2 WT inh -2.0, Mito fusion yeast -3.8% and TSHR antagonist 5.6.
Screening COC(=O)c1c(NC(=O)c2ccc(Br)o2)sc(C)c1C returned GALK inhibitor 0.4%, Menin MLL FP TR 3.7%, S-ASM inh -0.1%, BCR signal inh 1.1%, Eya2 phos inh -9.8%, PKM2 activator 0.7%, USP2a inh -0.1%, MBNL1 CUG block 6.1%, KCNH2 WT inh -3.8, Mito fusion yeast 2.5% and TSHR antagonist -9.7.

Bioassay records as filed in PubChem.

An excerpt (hit frequency here may not be typical).
